High-throughput results deposited in PubChem BioAssay by National Center for Advancing Translational Sciences (NCATS).
TRHR agonist = qHTS for Small Molecule Agonists and Allosteric Enhancers of Human TRH Receptor: Primary Screen for Agonists | TRHR cells, calcium flux fluo-8, FDSS agonist mode | activation, % at 2 µM | 360,000 tested, 0.18% active | AID 493084, 2011; in the data active = activation above about 30%; also: 0% is about no effect
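In this calcium-flux screen, cells bearing human TRHR are dye-loaded with fluo-8, baselined for 10 cycles, then exposed to library compounds; positive kinetic calcium responses during the agonist phase mark hits, with TRH as control.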
Apoferritin bind = qHTS Assay for Identification of Novel General Anesthetics. apoferritin/1-aminoanthracene competitive binding, fluorescence. Potency, µM (top dose mostly 77.5 µM), for the others: at the top dose activity change, negative = displacement, most hits filed as inhibitors. 350,000 tested, 0.074% active. AID 485281, 2010; also: potency is read from the fitted curve at half-maximal effect; % is scaled to controls: 0 for no effect and ±100 for the full control effect; nearly all actives have a fitted effect of over 20% in size
Target sequence (P02791 2-175 limits assumed): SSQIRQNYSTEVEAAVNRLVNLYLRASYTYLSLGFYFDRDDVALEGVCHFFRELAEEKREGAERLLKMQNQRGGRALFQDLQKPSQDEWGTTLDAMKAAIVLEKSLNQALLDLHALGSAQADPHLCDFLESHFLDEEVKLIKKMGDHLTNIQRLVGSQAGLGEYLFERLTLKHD
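Concentration-response curves derived by four-parameter Hill fitting of normalized fluorescence, where compounds displaced 1-AMA from 10 uM horse apoferritin following a brief 10 min room-temperature incubation; propofol titration acted as positive control.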
POLB inh = qHTS Assay for Inhibitors of DNA Polymerase Beta; Potency, µM (top dose mostly 114 µM), for the others: at the highest dose activity change, negative = inhibition, hits mostly inhibitors; Pol beta primer extension/strand displacement, fluorescence kinetic; 340,000 tested, 1.3% active; P06746; also: potency is read from the fitted curve at half-maximal effect; % is scaled to controls: 0 for no effect and ±100 for the full control effect
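10 nM enzyme + cpd, 15 min RT; start with substrate 50 nM final; read 0 min and after 10 min RT. Corrected, normalized data; 4-parameter Hill curve fit.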
12-LOX inh = Primary qHTS assay for inhibitors of human arachidonate 12S-lipoxygenase (ALOX12): Round 2. Polyunsaturated fatty acid lipoxygenase ALOX12 (Homo sapiens), P18054. purified 12hLO, xylenol orange hydroperoxide absorbance. Potency, µM (top dose mostly 108 µM), inactives show at the highest dose activity change, negative = inhibition, usual class: inhibitors. 580,000 tested, 1.1% active. AID 1671190, 2021; also: potency is read from the fitted curve at half-maximal effect; % is scaled to controls: 0 for no effect and ±100 for the full control effect
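Purified human 12hLO at 150 nM in 25 mM Hepes, 0.01% Triton X-100, pH 7.0, preincubated 15 min at room temperature with compound. Reaction started with 40 uM arachidonic acid, 30 min at room temperature. Hydroperoxide measured by Fe-xylenol orange, 573/405 nm absorbance ratio.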
ERG-DNA inh = qHTS for Small Molecule Inhibitors of the ERG Ets/DNA interaction. Transcriptional regulator ERG (Homo sapiens), P11308. fluorescence polarization, His-ERG Ets domain / labelled DNA. Potency, µM (top dose mostly 76.9 µM), for the others: top-dose FP activity, negative = inhibition, hits mostly inhibitors. 370,000 tested, 0.028% active; active = well fitted inhibition curve with a large enough effect in the polarisation, with a control signal flat; inconclusive = small, poorly fitted or top-dose-only effect, or effect the other way, or a change in a side signal; inactive = no such curve, though single readings can be large or run the other way; the % refers to the polarisation;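 also: polarization taken with two DNA probes labelled with fluorescein and Texas red; potency is read from the fitted curve at half-maximal effect; % of control where 0% means no effect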
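His-tagged ERG Ets domain (1 uM in the protein solution; 300mM KCl, 50mM Tris-HCl, 1mM EDTA, 1mM DTT, pH 7.5) received compound, then a probe mix of 5 nM fluorescein-DNA and 100nM Texas-615-DNA. Fluorescence polarization was read for both dyes.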
POLK inh = qHTS for Inhibitors of Polymerase Kappa; purified Pol kappa, fluorescent DNA synthesis assay, 10 min; Potency, µM (top dose mostly 107 µM), without a hit: at the highest dose activity, negative = inhibition, most hits filed as inhibitors; 400,000 tested, 0.53% active; AID 588579, 2011; DNA polymerase kappa (Homo sapiens), Q9UBT6; also: potency is read from the fitted curve at half-maximal effect; % is scaled to controls: 0 for no effect and ±100 for the full control effect
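Enzyme at 10 nM met test compounds for 15 min at room temperature. Substrate addition (50 nM final) began the reaction, which was monitored by fluorescence at 0 and 10 min.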
BLM helicase inh = qHTS Assay for Inhibitors of Bloom's syndrome helicase (BLM); RecQ-like DNA helicase BLM (Homo sapiens), P54132; recombinant BLM DNA unwinding, fluorescence dequenching; Potency, µM (titrated, usually from 56.1 µM), for the others: at the highest dose activity change, negative = inhibition, most hits filed as inhibitors; 350,000 tested, 0.2% active;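 also: potency is read from the fitted curve at half-maximal effect; plate controls were vehicle for no effect and no enzyme for full effect; nearly all actives have a fitted effect of over 35% in size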
APE1 inh = qHTS Assay for Inhibitors of the Human Apurinic/apyrimidinic Endonuclease 1 (APE1); recombinant APE1, TAMRA/BHQ-2 abasic DNA cleavage fluorescence; Potency, µM (top dose mostly 65.8 µM), inactives show at the highest dose activity change, negative = inhibition, most hits filed as inhibitors; 350,000 tested, 0.35% active;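 also: potency is read from the fitted curve at half-maximal effect; plate controls were vehicle for no effect and reference inhibitor for full effect; nearly all actives have a fitted effect of over 55% in size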
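APE1 at 0.75 nM preincubated 15 min at room temperature with compound. Reaction then started with 50 nM double-stranded THF-abasic substrate labelled with TAMRA/BHQ-2, and 525/598 nm fluorescence read kinetically. Activity taken as third-minus-first read difference, normalized to DMSO and NSC13755 controls.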
Pol iota inh = qHTS for Inhibitors of Polymerase Iota | 390,000 tested, 1% active | AID 588590, 2011 | Pol iota fluorescent replication assay, 10 min | DNA polymerase iota (Homo sapiens), Q9UNA4 | Potency, µM (highest dose often 115 µM), for the others: top-dose activity, negative = inhibition, actives largely listed as inhibitors; also: potency is read from the fitted curve at half-maximal effect
Target sequence (Q9UNA4 whole entry, looked up): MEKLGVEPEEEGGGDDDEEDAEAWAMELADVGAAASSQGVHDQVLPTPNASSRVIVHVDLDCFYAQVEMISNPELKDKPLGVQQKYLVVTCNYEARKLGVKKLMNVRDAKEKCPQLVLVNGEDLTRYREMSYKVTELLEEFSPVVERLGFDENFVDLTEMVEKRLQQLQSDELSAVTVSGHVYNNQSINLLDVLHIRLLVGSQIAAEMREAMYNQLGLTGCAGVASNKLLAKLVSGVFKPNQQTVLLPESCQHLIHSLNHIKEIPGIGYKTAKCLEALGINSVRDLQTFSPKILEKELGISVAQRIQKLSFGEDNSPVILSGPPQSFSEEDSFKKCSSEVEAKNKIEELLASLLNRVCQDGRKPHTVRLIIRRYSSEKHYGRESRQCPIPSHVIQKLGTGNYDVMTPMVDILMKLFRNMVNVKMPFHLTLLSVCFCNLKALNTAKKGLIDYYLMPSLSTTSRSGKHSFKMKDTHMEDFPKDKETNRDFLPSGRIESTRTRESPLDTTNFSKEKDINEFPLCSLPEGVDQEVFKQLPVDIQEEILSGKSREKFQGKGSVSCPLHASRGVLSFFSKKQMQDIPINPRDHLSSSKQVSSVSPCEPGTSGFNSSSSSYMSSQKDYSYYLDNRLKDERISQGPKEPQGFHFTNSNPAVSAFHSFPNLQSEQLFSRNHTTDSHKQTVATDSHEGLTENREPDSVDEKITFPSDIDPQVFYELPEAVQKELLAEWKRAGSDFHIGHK
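Fluorescent replication assay read twice, at 0 min and 10 min after adding 50 nM (final) substrate. Enzyme (10 nM) and compounds were first incubated 15 min at room temperature; enzyme-free buffer wells were negative controls.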
An asterisk follows results filed as active; u = inconclusive; x = not tested or not shown; & = joins results of further samples; [ ] = remark or other dose. Unless noted, calls follow the shape of the dose curve; as a rule, active = well fitted curve in the direction sought with a large enough effect; inconclusive = small, poorly fitted or top-dose-only effect, or another doubt; inactive = no such curve, though single readings can be large; an effect the other way counts as inactive or inconclusive. An excerpt. The share of hits here may be higher or lower than overall.

canonical_smiles | ERG-DNA inh | POLK inh | APE1 inh | 12-LOX inh | POLB inh | BLM helicase inh | Pol iota inh | TRHR agonist | Apoferritin bind
Cc1cc(NC(=O)c2ccc3c(c2)C(=O)N(CC(C)C)C3=O)no1 | -1% | 2% | u | u | -6% | -2% | 33%[activator] | -0.2 | 2%
COCCCn1c(C(=O)NCCN2CCOCC2)cc2c(=O)n3cccc(C)c3nc21 | -11% | -16% | 22% | 0% | 2% | -2% | 26% | -0.3 | 51%[activator]
COc1ccc(-c2nc(CSc3nnc(C)n4c3cc3sccc34)c(C)o2)cc1 | 0% | -8% | x | -16% | 7% | -13% | 0% | -1.6 | 59%[activator]
O=C(/C=C/c1ccc2ccccc2n1)c1cc(Cl)ccc1O | 4% | -21% | -2% | u | 7% | -5% | -17% | 2.0 | -9%
OCCNC(=S)Nc1ccc(Cl)c(Cl)c1 | x | -5% | 21% | -19% | 2% | 3% | -11% | 0.3 | -14%
Cc1cc(Cl)ccc1OC(C)C(=O)N1CCCN(C(=O)C(C)Oc2ccc(Cl)cc2C)CC1 (stereo not given) | -8% | -10% | -7% | 0% | 11% | -9% | u | 0.0 | -8%
c1ccc2c(N3CCCC3)nc(-c3ccncc3)nc2c1 | 5% | -3% | -2% | 0% | -2% | -2% | u | -0.1 | u
COc1ccc(-c2cnc(C)o2)cc1S(=O)(=O)Nc1cccc(C(F)(F)F)c1 | 6% | -4%[60.1 µM] | x | u | -7% | -2% | 10% | -0.6 | -13%
COc1ccc(/C=C2\SC(=O)N(CC(=O)NN3CCN(C)CC3)C2=O)cc1OC | 4% | 0% | 5% | 13% | 6% | 4% | -2% | 0.1 | -2%
COC(=O)/C=C/c1ccsc1NC(C)=O | 8% | 6% | 4% | -16% | 21% | -5% | 19% | -0.3 | -9%
CCC(C)NC(=O)CO/N=C/c1ccc(C(=O)OC)cc1 (stereo not given) | -6% | 1% | 3% | -31% | 13% | 0% | 14% | 0.2 | -23%
COCCn1c(C)cc(C(=O)CSc2nc3nc(C)cc(C)n3n2)c1C | -5% | -9% | 12% | u | 24% | 2% | 14% | 0.2 | -5%
CC1CCC(NC(=O)Cn2ncc3ccccc32)CC1 (stereo not given) | 0% | 3% | 0% | 10% | 0% | 0% | 28% | 0.0 | -12%
CN(C)c1ccc(-c2nc3ccccn3c2/N=C/c2ccc(Br)cc2)cc1 | 3% | -11% | -2% | 15% | -1% | -18% | 5% | -0.3 | 25%
CC(OC(=O)c1cccc(-n2cnnn2)c1)C(=O)Nc1cccc(Cl)c1 (stereo not given) | -11% | -2% | 28% | u | x | x | -1% | -0.3 | x
Cc1ccc(NC(=O)CCn2cnc3ccccc3c2=O)c(C)c1 | 0% | -7% | -6% | 0% | -1% | -2% | 117%[activator] | -0.1 | -5%
COc1ccc(CNC(=O)Cc2c(C)c3ccc(O)cc3oc2=O)cc1 | 4% | -6% | x | -29%&-14% | 24% | -1% | u | -0.6 | 185%[activator]
Cc1cc(C)cc(Nc2nc3ccccc3nc2-n2nc(C)cc2C)c1 | -2% | -3% | x | 44%&-34%[activator] | 45% | -5% | -1% | 1.5 | 7%
COCc1c(C(=O)OCC(=O)Nc2ccc(OC(F)F)cc2)oc2ccccc12 | -11% | -16% | -12% | -8% | x | x | 26% | 0.0 | x
COc1ccc(/C=C2\NC(=S)N(CC3CCCO3)C2=O)c(OC)c1 (stereo not given) | x | -10% | -5% | -29% | 5% | -5% | 6% | 0.9 | u
CCOC(=O)c1c(NC(=O)CSc2nnc(N)s2)sc(C)c1-c1ccc(C)cc1 | 13% | -8%[60.1 µM] | -7% | -13% | -1%[57.1 µM] | -11% | 1% | -0.2 | u
CCOC(=O)Nc1ccc(OC)c([N+](=O)[O-])c1 | 2% | -25% | -2% | 7% | 3% | 0% | 0% | -0.2 | -7%
CCCOc1cccc(-c2nnc(N)s2)c1 | -7% | -3% | 9% | -21% | 1% | -2% | 18% | -0.1 | u
CC(C)(C)NC(=O)CN1CCC(NC(=O)C23CC4CC(CC(C4)C2)C3)CC1 | -5% | 2% | 5% | -7% | 9% | -1% | -2% | 0.9 | -1%
CSc1c(CC(=O)Nc2ccccc2C(F)(F)F)n(Cc2ccccc2)c2ccccc12 | -5% | -10% | -10% | -9% | 12% | -1% | -13% | -0.4 | -16%
O=c1cc(N2CCOCC2)[nH]c(=O)n1Cc1ccc(F)cc1 | -18% | 3% | 15% | 14% | 24% | -3% | -4% | 0.3 | -7%
Cc1cccc(CN2CCN(Cc3ccc(-n4cccn4)cc3)CC2CCO)n1 (stereo not given) | -5% | -11% | -6% | 0% | 5% | -1% | u | -0.1 | -9%
CCC(=O)c1c[nH]c(C(=O)N2CCN(c3ccccc3)CC2)c1 | 17% | -2% | 0% | -7% | -18% | 1% | 16% | 0.7 | -3%
Cc1ccccc1Nc1nn2c(=O)c3ccc(C(=O)NCCc4ccc(Cl)cc4)cc3nc2s1 | 0% | -25% | x | 3% | 0% | -5% | 13% | 0.5 | -10%
c1ccc2sc(-c3ccncc3)nc2c1 | -4% | 10% | 5% | -11% | 0% | -8% | 5% | 0.0 | 9%

Arranged by value in TRHR agonist (lowest first): 4 from the list above
canonical_smiles	TRHR agonist
Cc1cccc(CN2CCN(Cc3ccc(-n4cccn4)cc3)CC2CCO)n1 (stereo not given)	-0.1
Cc1cc(Cl)ccc1OC(C)C(=O)N1CCCN(C(=O)C(C)Oc2ccc(Cl)cc2C)CC1 (stereo not given)	0.0
CCC(C)NC(=O)CO/N=C/c1ccc(C(=O)OC)cc1 (stereo not given)	0.2
Cc1cc(C)cc(Nc2nc3ccccc3nc2-n2nc(C)cc2C)c1	1.5

Next part
canonical_smiles | ERG-DNA inh | POLK inh | APE1 inh | 12-LOX inh | POLB inh | BLM helicase inh | Pol iota inh | TRHR agonist | Apoferritin bind
CCc1ccc(-c2cc3c(N4CCN(c5ccccc5)CC4)nccn3n2)cc1 | 0% | 0% | x | -23% | -16% | -10% | 1% | 2.6 | -9%
CCCCCCCNC(=O)c1ccc(N2CCC3(CC2)OCCO3)c([N+](=O)[O-])c1 | x | -15% | -5% | -14% | -5% | -9% | 14% | 0.0 | -18%
CCOc1ccc(C2C(C(=O)Nc3ccccc3)=C(C)Nc3nc(SCc4cccc(OC)c4)nn32)cc1 (stereo not given) | 3% | -4%[60.1 µM] | x | -10% | 1% | -2% | 12% | 0.5 | 2%
COc1ccc(S(=O)(=O)N2CCN(C(=S)NCC3CCCO3)CC2)cc1OC (stereo not given) | 22% | -1% | 23% | 0% | 2% | 0% | 24% | 0.1 | -13%
Cc1ccc(C)c(Cn2c(=O)n(CCc3ccccc3)c(=O)c3c(C)c(C)sc32)c1 | -1% | -3% | x | -13% | 7% | 1% | 24% | -0.2 | -6%
CCOC(=O)CN1C(=O)NC(C)(c2ccc(OC(F)F)cc2)C1=O (stereo not given) | -12% | -6% | 3% | 0% | 13% | -1% | 3% | 3.1 | -14%
Nc1nnnn1/N=C/c1cccc(Oc2ccccc2)c1 | -7% | 4% | -3% | -3% | 2% | -2% | 10% | -1.7 | -17%
COC(=O)c1ccc(OS(=O)(=O)N(C)C)cc1 | -7% | 7% | -3% | 1% | -16% | -5% | 5% | -0.2 | -7%
C/C(CC(=O)Nc1cccc2c1CCCC2)=N\NC(=O)c1ccccc1N | 6% | 0% | 18% | 27% | 5% | -10% | 26% | 1.0 | -6%
COc1ccc(C2=CC(=O)OC(C)(c3ccccc3)O2)cc1 (stereo not given) | 2% | -11% | 2% | -21% | 7% | 0% | -3% | 0.3 | -1%
Cn1cccc1C(=O)Nc1ccc(N2CCOCC2)cc1 | 2% | -3% | -8% | -10% | x | x | -14% | x | x
Cc1cc(O)ccc1N/C=C/c1onc(C)c1[N+](=O)[O-] | -1% | -7% | -3% | 0% | -6% | -13% | 64%[activator] | 1.8 | -13%
CC(C)(Oc1ccc(Cl)cc1)C(=O)OCC(=O)NCCc1ccccc1 | -6% | -10% | -8% | -12% | -1% | -6% | 43%[activator] | -0.4 | -17%
CN(C)c1cccc(C(=O)Nc2ccc3nc4n(c(=O)c3c2)CCCCC4)c1 | 3% | -8% | u | 8% | 5% | 1% | u | -0.6 | -9%

3 of the compounds above, as labelled records:
COC(=O)c1ccc(OS(=O)(=O)N(C)C)cc1
  ERG-DNA inh = -7% | POLK inh = 7% | APE1 inh = -3% | 12-LOX inh = 1% | POLB inh = -16% | BLM helicase inh = -5% | Pol iota inh = 5% | TRHR agonist = -0.2 | Apoferritin bind = -7%

C/C(CC(=O)Nc1cccc2c1CCCC2)=N\NC(=O)c1ccccc1N
  ERG-DNA inh = 6% | POLK inh = 0% | APE1 inh = 18% | 12-LOX inh = 27% | POLB inh = 5% | BLM helicase inh = -10% | Pol iota inh = 26% | TRHR agonist = 1.0 | Apoferritin bind = -6%

COc1ccc(C2=CC(=O)OC(C)(c3ccccc3)O2)cc1 (stereo not given)
  ERG-DNA inh = 2% | POLK inh = -11% | APE1 inh = 2% | 12-LOX inh = -21% | POLB inh = 7% | BLM helicase inh = 0% | Pol iota inh = -3% | TRHR agonist = 0.3 | Apoferritin bind = -1%
